# Screens from PubChem BioAssay.
# NOD1 inhibition: NOD1 signaling inhibitors, primary screen, cell-based, luminescence, uHTS (AID 1578); inhibition, % at 4 µM, or EC50 in µM where a hit was titrated; actives 1% (n = 290,000); NOD1-driven NF-kB luciferase reporter cells, luminescence; higher % means a stronger effect; in the data active = inhibition mostly above about 36%, no sharp cut-off; inactive = mostly below about 34%;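 note: HEK-293T reporter cells stimulated with the NOD1 agonist gamma-tri-DAP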
# MT stabilize HCS: microtubule stabilization, imaging screen | % tubulin-high responders, % at 10 µM | actives 0.83% (n = 200,000) | HeLa tubulin immunostaining HCS, 24 h; share of cells brighter than vehicle mean+2SD;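 active = plate Z-score above 3 for both tubulin-high and condensed-nucleus cell shares, with cell loss under 80%, at 10 µM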;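 note: anti alpha tubulin signal scored within the nucleus-defined area of each cell; some results filed as inactive read as strong as hits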
# Insulin prom up: MIN6 insulin promoter up-regulation | MIN6 insulin promoter-GFP reporter, high-content imaging; stronger effect = higher value | z-score at 5 µM | actives 0.3% (n = 190,000) | AID 1625;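 active = z-score above 3 at 5 µM with at least 500 cells counted in the well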
# Autophagy HCS: alters autophagy in cells | MEF GFP-LC3 puncta imaging; test concentration mostly 10 µM | AID 463193 | actives 0.98% (n = 190,000) | calls only at 10 µM (by protocol);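 active = percentage of spot-positive cells more than 3 SD above its plate mean, without a fluorescence outlier flag or 80% toxicity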;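 note: spot-positive cell cutoff set from DMSO-treated cells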
# Dynein cargo inh: dynein cargo transport inhibition; 3617.4 mouse cells, GR-EGFP nuclear translocation imaging; test concentration mostly 20 µM; stimulated with dexamethasone, 1 µM; stronger effect = lower value; z-score, hits read low; actives 0.47% (n = 220,000); AID 1381;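 active = plate z-score of nuclear minus cytoplasmic receptor signal below a set negative limit, without overly bright fluorescence or cell loss, cut at about -3.5 in these data, passing the limit was not always enough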;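 note: z-score of nuclear minus cytoplasmic ring GR-EGFP intensity difference per well; some compounds called inactive have numbers as strong as hits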
#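 Buffer or medium – tet-free medium with charcoal-stripped serum · Signal – automated 10x imaging of fixed Hoechst-stained cells · Also added – dexamethasone agonist, 1.0 µM final, for 30 min · Incubation – induction 48 h, compound 1 h, agonist 30 min · Read-out – GR-EGFP nuclear translocation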
# HEK293 NOD2/NF-kB: inhibition of NOD2-driven NF-kB reporter – cell-based, luminescence, uHTS, HEK293 (AID 1566); actives 0.63% (n = 290,000); inhibition, % at 4 µM, or EC50 in µM where a hit was titrated; HEK293 NOD2/NF-kB luciferase reporter, luminescence; higher % means a stronger effect; in the data active = inhibition above about 50%; note: many of its hits are not listed in these tables
# Yfh1-off respiration: mitochondrial function rescue without frataxin homolog – Friedreich's ataxia, plus single-dose screen, dose response (AID 1465). actives 0.074% (n = 220,000). fold induction at 50 µM, or EC50 in µM where a hit was titrated. S. cerevisiae Yfh1-off respiration, WST-1 reduction, 72 h; higher fold induction means a stronger effect;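 active = fold induction of absorbance versus untreated yeast above a set limit, then at least 30% activation at any dose in follow-up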;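 note: activators that raise dye reduction in frataxin-depleted yeast; strong numbers were not always called active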
# P. falciparum M17LAP: P. falciparum M17LAP inhibitors, primary screen, biochemical, fluorogenic H-Leu-NHMec substrate, 1536-well (AID 1619); actives 0.38% (n = 220,000); one-dose inhibition, % at 30 µM; IC50 in µM for titrated hits; recombinant M17LAP, H-Leu-NHMec fluorogenic kinetic assay; higher % means a stronger effect;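 active = compound inhibiting the enzyme by more than half at any dose during confirmatory dose-response retesting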;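 note: plate controls were full reaction with DMSO carrier for no effect and no enzyme background for full effect; strong numbers were not always called active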
# b-catenin transl: alters nuclear translocation of beta-catenin in HeLa cells | nuclear translocation activity, % at 5 µM | actives 0.3% (n = 190,000) | immunofluorescence imaging | AID 1665;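 active = nuclear translocation activity above 50% at 5 µM, with a well cell count of 50 or more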;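 note: per-cell ratio of nuclear to cytoplasmic median beta-catenin stain intensity; plate controls were DMSO negative control for no effect and GSK-3 inhibitor IX positive control for full effect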
#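 Technique: fluorescence imaging of beta-catenin antibody stain plus DAPI / Material: human HeLa cell line / Incubation: compound treatment 24 h, 37°C, 5% CO2 / Read-out basis: % activation of per-cell nuclear versus cytoplasmic median beta-catenin signal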
# Dynein cargo inh cytoplasmic EGFP: further read-out of Dynein cargo inh, marked with its call; z-score; measured here: cytoplasmic GR-EGFP intensity; stronger effect = higher value
# Dynein cargo inh nuclear GR-EGFP: recorded beside Dynein cargo inh, whose call it bears; z-score; measured here: nuclear GR-EGFP intensity;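 lower value marks the stronger effect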
# Dynein cargo inh cell count: recorded beside Dynein cargo inh, whose call it bears; z-score; measured here: cell count per field
# Insulin prom up cell count: second read-out of Insulin prom up, no call of its own (marks repeat the call); cell count; measured here: cytotoxicity, nuclei count;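 total cells summed across four imaged fields per well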
# b-catenin transl cell count 5 µM: second read-out of b-catenin transl, no call of its own (marks repeat the call); cell count; measured here: cell count, cytotoxicity flag
# MT stabilize HCS Hoechst-high %: second read-out of MT stabilize HCS, no call of its own (marks repeat the call); % Hoechst-high responders; measured here: nuclear condensation Hoechst responders;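 share of cells brighter than vehicle mean plus two SD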
# MT stabilize HCS cytotoxicity %: also measured in MT stabilize HCS; calls as there; toxicity, %; measured here: cytotoxicity by cell density;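 0% = mean cell density of plate MIN control wells and 100% = no cells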
# Autophagy HCS cell loss 18 h: recorded beside Autophagy HCS, whose call it bears; toxicity, %; measured here: cell loss, nuclei count;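 cell loss after 18 h compound exposure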
# Numbers without * were called inactive; i = inactive; . = no result given; + = active, no number. Not all compounds are listed, so the mix of outcomes need not match the whole.
SMILES,NOD1 inhibition,MT stabilize HCS,MT stabilize HCS Hoechst-high %,MT stabilize HCS cytotoxicity %,Insulin prom up,Insulin prom up cell count,Autophagy HCS,Autophagy HCS cell loss 18 h,Dynein cargo inh,Dynein cargo inh cytoplasmic EGFP,Dynein cargo inh nuclear GR-EGFP,Dynein cargo inh cell count,HEK293 NOD2/NF-kB,Yfh1-off respiration,P. falciparum M17LAP,b-catenin transl,b-catenin transl cell count 5 µM
COC(=O)c1ccc(C2C(C(C)=O)=C(O)C(=O)N2CCO)cc1 (stereo not given),-1%,3.2,1.9,7.3,-0.64,1488,i,0,0.43,-0.33,0.27,-0.51,12%,i,12%,-1.7,1004
Cc1noc(C)c1C(=O)OCC(=O)NCCC1=CCCCC1,-9%,4.3,2.0,1.5,-0.27,1217,i,-2,-0.24,-0.13,0.4,-0.78,14%,i,6%,-8.6,1271
O=C(CSc1n[nH]c(=O)n1C1CC1)NCc1ccccc1Cl,-10%,6.2,2.7,3.2,0.37,1295,i,-5,0.48,-0.15,1.1,-0.72,-10%,i,-2%,-2.0,1060
COc1ccc(OCC(=O)Nc2ccc(S(=O)(=O)N3CCOCC3)cc2)cc1,9%,2.2,2.2,8.5,-0.42,1230,i,0,0.34,-0.21,-0.053,0.32,6%,i,-9%,-5.7,1199
O=C(c1ccccc1)n1ccc2ccccc21,-42%,3.1,2.7,7.3,1.3,1306,i,0,-0.9,-0.24,-0.11,0.76,-11%,i,5%,-2.1,1069
Oc1ccccc1-c1cc(C(F)(F)F)nc(-c2ccccc2)n1,23%,5.0,3.7,3.6,-1.6,1370,i,11,-0.91,-0.33,-0.074,0.62,22%,i,-3%,-0.3,1547
CC(C)(CC(=O)O)CC(=O)Nc1ccccc1Oc1ccccc1,0%,.,.,.,0.18,1405,.,.,0.5,-0.23,0.11,-0.26,2%,i,11%,0.7,1018
OCCN1CCN(C(=S)Nc2ccc(Oc3ccccc3)cc2)CC1,3%,4.1,2.8,2.3,-0.76,1516,i,15,-1.5,-0.3,-0.83,1.1,10%,i,-5%,-5.0,1124
O=C(NC(N1CCOCC1)C(Cl)(Cl)Cl)c1cc([N+](=O)[O-])cc([N+](=O)[O-])c1 (stereo not given),-23%,2.8,1.4,6.4,0.28,1188,i,1,-0.043,-0.29,0.15,0.11,4%,i,14%,0.6,1127
COC(=O)Cc1ccc2c3ccccc3n(C)c2c1,-25%,1.6,1.6,2.9,0.11,1510,i,32,0.5,-0.22,0.35,0.016,2%,i,-3%,0.4,1389
CCOC(=O)c1[nH]ncc1[C@@H]1C[C@H]2CN(Cc3cccc(Cl)c3)C(=O)[C@]23CCCN13,-2%,.,.,.,-0.15,1095,.,.,-0.056,-0.24,-0.056,0.99,3%,i,7%,0.4,1261
O=C(CNCCC1=CCCCC1)Nc1ccccc1N1CCCCC1,4%,2.6,0.9,6.1,0.85,903,i,6,0.0013,0.4,0.31,0.88,1%,i,3%,1.3,1008

# An excerpt of these results, as tab-separated lines:
molecule	NOD1 inhibition	MT stabilize HCS	MT stabilize HCS Hoechst-high %	MT stabilize HCS cytotoxicity %	Insulin prom up	Insulin prom up cell count	Autophagy HCS	Autophagy HCS cell loss 18 h	Dynein cargo inh	Dynein cargo inh cytoplasmic EGFP	Dynein cargo inh nuclear GR-EGFP	Dynein cargo inh cell count	HEK293 NOD2/NF-kB	Yfh1-off respiration	P. falciparum M17LAP	b-catenin transl	b-catenin transl cell count 5 µM
O=C(CSc1n[nH]c(=O)n1C1CC1)NCc1ccccc1Cl	-10%	6.2	2.7	3.2	0.37	1295	i	-5	0.48	-0.15	1.1	-0.72	-10%	i	-2%	-2.0	1060
COc1ccc(OCC(=O)Nc2ccc(S(=O)(=O)N3CCOCC3)cc2)cc1	9%	2.2	2.2	8.5	-0.42	1230	i	0	0.34	-0.21	-0.053	0.32	6%	i	-9%	-5.7	1199

# Remaining list, next part
SMILES,NOD1 inhibition,MT stabilize HCS,MT stabilize HCS Hoechst-high %,MT stabilize HCS cytotoxicity %,Insulin prom up,Insulin prom up cell count,Autophagy HCS,Autophagy HCS cell loss 18 h,Dynein cargo inh,Dynein cargo inh cytoplasmic EGFP,Dynein cargo inh nuclear GR-EGFP,Dynein cargo inh cell count,HEK293 NOD2/NF-kB,Yfh1-off respiration,P. falciparum M17LAP,b-catenin transl,b-catenin transl cell count 5 µM
Cc1ccc(C)c(N2CCN(C(=O)C3CCN(c4nc(C)cc(C)n4)CC3)CC2)c1,30%,3.0,2.4,13,0.71,1198,i,-6,-0.32,-0.21,-0.088,0.23,7%,i,9%,-4.3,1099
Nc1ccc2oc3ccccc3c2c1,-43%,3.3,1.6,8.1,0.34,1518,i,15,-0.54,-0.21,-0.42,0.4,-44%,i,4%,-1.7,1106
CCCn1c(SCC(=O)Nc2cccc(S(=O)(=O)N3CCCC3)c2)n[nH]c1=O,-33%,3.8,4.3,7.8,0.83,1384,i,14,0.85,-0.19,0.67,-1.1,19%,i,1%,-2.6,1043
Cc1ccc(S(=O)(=O)N2CCOCC2)cc1C(=O)NC(=S)N(Cc1ccccc1)C(C)C,-7%,3.0,3.1,0.3,-0.18,1273,i,-15,-0.4,-0.26,-0.59,0.48,23%,i,-5%,-1.1,521
COc1ccc(NC(=O)C2CCCN(S(=O)(=O)c3c(C)[nH]c(=O)[nH]c3=O)C2)cc1Cl (stereo not given),-36%,1.7,1.1,19,0.11,1282,i,-4,0.41,-0.33,0.48,-0.14,5%,i,-8%,-1.8,1119
O=C(CN(C(=O)CSc1nc2ccccc2o1)c1ccccc1F)NC1CCCCC1,-10%,3.0,1.8,4.9,-0.2,1441,i,6,0.49,-0.26,0.58,-0.59,-10%,i,-16%,-0.9,1141
OC[C@@H](O)[C@@H](O[C@H]1O[C@H](CO)[C@@H](O)[C@H](O)[C@H]1O)[C@H](O)[C@@H](O)CO,-12%,.,.,.,0.14,1488,.,.,.,.,.,.,1%,i,-1%,-1.3,1182
Cc1cc(Cl)ccc1NC(=S)N(CCCN1CCOCC1)Cc1cccs1,-6%,2.8,1.8,11,.,.,i,-2,-0.17,-0.24,-0.13,0.92,-10%,i,-7%,-0.8,1134
Cc1ccc(CC(=O)Nc2ccc(OC(F)F)c(Cl)c2)cc1C,-12%,1.1,2.0,4.8,-0.02,1256,i,-12,-0.027,-0.2,0.3,-0.84,8%,i,9%,-1.7,572
Cc1cccc(CSc2nnc(-c3ccco3)o2)c1,-40%,1.0,1.6,10.0,0.78,1370,i,4,-0.95,-0.23,0.12,-0.53,-48%,i,2%,-1.4,942
CCCc1cc(Nc2ccccc2OCC)n2ncnc2n1,14%,2.1,3.4,0.2,0.47,1627,i,-2,-0.37,-0.003,-0.77,-0.028,16%,i,16%,3.8,1176
CN1CCc2c(OCc3ccc(F)cc3)cccc2C1=O,-36%,3.9,2.8,5.7,-0.43,1383,i,-4,-0.097,-0.27,-0.12,-0.81,-10%,i,2%,0.3,1057
COc1ccc(NC(=O)N2CCOCC2)cc1OC,11%,2.0,1.3,6.7,-0.41,939,i,23,-0.51,0.054,-0.087,-0.13,5%,i,11%,3.1,1180
CC1=NNC(=O)/C1=C\c1cn(-c2ccccc2)nc1-c1ccc(Cl)cc1,-47%,79,7.7,97,0.35,1631,+,79*,0.44,-0.14,-0.17,0.004,-136%,i,-3%,1.0,1191
COc1cc(/C=N/NC(=O)C(Cc2c[nH]c3ccccc23)NC(=O)OCC(C)C)cc([N+](=O)[O-])c1O (stereo not given),-10%,3.4,1.8,5.0,0.38,1353,i,12,0.43,0.17,0.58,0.47,10%,i,2%,-4.4,1173
COc1ccc(N2C(=O)CC(Sc3n[nH]c(-c4ccccc4)n3)C2=O)cc1 (stereo not given),11%,.,.,.,1,1093,.,.,-0.34,-0.06,0.45,-0.99,3%,i,16%,0.4,1316
COc1ccc2c(c1)CCc1c(C(=O)Nc3ccc(OC)c(OC)c3)noc1-2,-7%,3.5,2.9,8.2,-0.34,1158,i,3,-0.9,-0.27,-0.45,1.3,18%,i,-14%,0.8,1444
O=c1c2ccccc2nnn1Cc1ccc2ccccc2c1,-23%,3.4,2.4,7.3,-0.38,1544,i,-6,-0.72,-0.3,-0.28,1.3,0%,i,-5%,-2.1,1076
CCN(C(=O)Cn1nc(C(=O)O)c2ccccc2c1=O)C1CCCCC1,-10%,4.4,1.8,3.6,0.96,1267,i,-17,1.2,-0.41,1.8,-0.73,4%,i,4%,-0.9,1102
COc1cc(NC(=O)CSc2nc(C)cs2)cc(OC)c1,10%,2.4,0.9,5.3,1.6,1156,i,4,-0.18,-0.14,0.43,0.38,13%,i,14%,-1.0,1025
COc1ccc(C2C(C(=O)c3cccs3)=C(O)C(=O)N2c2cccc(C)n2)cc1 (stereo not given),0%,.,.,.,-0.08,1139,.,.,0.23,-0.22,0.084,0.2,19%,i,11%,-0.1,1250
O=C(NCCC1=CCCCC1)c1ccc(F)cc1,-26%,3.2,2.4,0.3,-0.11,1397,i,-5,-0.46,-0.29,-0.56,0.3,9%,i,0%,0.4,991
CCCNC(=S)Nc1ccc(Cl)cc1Cl,16%,2.7,1.9,4.3,-0.04,1304,i,-9,-0.49,-0.13,-0.075,0.38,2%,i,-2%,3.4,521
N#CCC(=O)NC(=O)NCC1CC1,-29%,4.0,2.5,4.4,0.16,1255,i,1,0.43,-0.3,0.58,0.28,8%,i,1%,.,.
Cc1cc(C)nc(SCC(=O)NNC(=O)c2ccccc2C)n1,3%,2.8,1.9,6.0,-0.01,1476,i,8,2.1,-0.16,2.1,-2.2,3%,i,2%,-1.8,1080
COc1ccccc1NC=C1C(=O)OC2(CCCCC2)OC1=O,5%,0.9,1.5,4.5,-0.48,1079,i,0,-0.51,-0.17,-0.34,0.1,19%,i,-4%,-2.2,1158
